# SENP8 inh = blocks the human protease SENP8; Q96LD8; purified SENP8, Z-RLRGG-aminoluciferin cleavage, luminescence; inhibition, % at 10 µM; 1.2% of 330,000 active
# Target sequence (Q96LD8 whole entry, looked up): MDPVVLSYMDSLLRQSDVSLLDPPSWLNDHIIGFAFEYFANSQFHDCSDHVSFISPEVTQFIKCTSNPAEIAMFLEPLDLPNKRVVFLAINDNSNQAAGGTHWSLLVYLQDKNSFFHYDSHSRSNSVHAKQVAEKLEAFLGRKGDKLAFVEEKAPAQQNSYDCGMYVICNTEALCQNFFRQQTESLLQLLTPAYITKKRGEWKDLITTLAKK
# EBI2 antag = EBI2 (human) antagonism. P32249. EBI2 beta-arrestin recruitment, luminescence, 7a,25-OHC stimulated. inhibition, % at 5 µM. 0.81% of 360,000 active. AID 651636; in the data active means inhibition above about 38%;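 further: enzyme fragment complementation signal reports receptor beta-arrestin coupling in cells; 0% = agonist plus DMSO wells and 100% = wells without agonist; some results beyond the cut were filed as inactive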
# Target sequence (P32249 whole entry, looked up, the tested form may be a part): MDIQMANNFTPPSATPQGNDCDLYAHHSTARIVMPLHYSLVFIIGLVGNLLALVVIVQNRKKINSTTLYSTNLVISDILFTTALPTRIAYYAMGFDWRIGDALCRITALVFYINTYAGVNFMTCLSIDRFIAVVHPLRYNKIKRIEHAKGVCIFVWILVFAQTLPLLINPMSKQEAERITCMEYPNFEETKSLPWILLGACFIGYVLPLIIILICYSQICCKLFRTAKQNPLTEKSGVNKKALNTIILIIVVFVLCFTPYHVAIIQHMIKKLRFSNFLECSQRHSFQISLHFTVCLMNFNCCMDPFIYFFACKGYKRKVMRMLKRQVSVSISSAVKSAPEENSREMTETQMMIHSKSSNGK
# 697 NFkB inh = inhibitors of the PMA/ionomycin-induced NF-kB reporter in 697 B cells; inhibition, % at 4 µM; AID 435022; 697 B-cell NF-kB luciferase reporter, 16 h; 0.33% of 330,000 active; in the data active means inhibition above about 35%
# Apaf1 inhib = blocks human Apaf-1 apoptosome activity; O14727; reconstituted apoptosome caspase-3 activity, DEVD-Rh110 fluorescence; inhibition, % at 20 µM; 0.71% of 330,000 active; active means inhibition of at least 40% at 20 µM;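 further: plate controls were DMSO wells for no effect and DEVD-CHO caspase inhibitor wells for full effect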
#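 System: Apoptosome proteins | Medium: Hepes pH 7.5 with detergent and BSA | Also added: Cytochrome c trigger plus (Z-DEVD)2-Rh110 caspase-3 substrate | Incubation: 30 min compound preincubation, 50 min activation, room temperature | Detection: Rhodamine 110 fluorescence at Ex 480/Em 540 nm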
# Gli-Sufu block = blocks Gli-Sufu signaling in a luciferase reporter; Sufu-KO-LIGHT fibroblasts, Gli luciferase reporter luminescence; inhibition, % at 5 µM; 0.74% of 340,000 active;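 active means inhibition above about 55%, limit read from the data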;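 further: 0% = DMSO-treated cells and 100% = wells with medium but no cells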
# UBC13 polyUb = human UBC13 polyubiquitination inhibition | P61088 | AID 485273 | UBC13 polyubiquitin chain formation, TR-FRET | inhibition, % at 20 µM | 0.47% of 330,000 active; in the data active means inhibition above about 45%, passing the limit was not always enough
# Target sequence (P61088 whole entry, looked up): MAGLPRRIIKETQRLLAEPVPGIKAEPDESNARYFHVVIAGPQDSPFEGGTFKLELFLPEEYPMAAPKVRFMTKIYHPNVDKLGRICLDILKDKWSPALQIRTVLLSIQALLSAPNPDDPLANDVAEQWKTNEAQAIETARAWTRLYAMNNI
# CCR6 antagonist = CCR6 (human) receptor antagonism | P51684 | CHO-K1 CCR6 PathHunter beta-arrestin, luminescence, CCL20-stimulated | inhibition, % at 20 µM | 0.49% of 340,000 active;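 active means compounds whose inhibition of the agonist-driven luminescence signal at 20 µM reaches about 50%, limit read from the data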;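 further: cells stimulated with CCL20 at 14 nM final; plate controls were DMSO with CCL20 for no effect and DMSO without agonist for full effect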
# Jurkat NFkB inh = inhibitors of the PMA/ionomycin-induced NF-kB reporter in Jurkat cells; inhibition, % at 4 µM; PMA/ionomycin-induced NF-kB luciferase reporter, luminescence; AID 435003; 0.53% of 330,000 active
# The depositor's hits bear a star; / = not tested or not shown. Unless noted, no stated cut-off is given here; in the data, active means inhibition above about 50%; inactive means the rest. An excerpt; rates above refer to the full screens.
SMILES,SENP8 inh,EBI2 antag,697 NFkB inh,Apaf1 inhib,Gli-Sufu block,UBC13 polyUb,CCR6 antagonist,Jurkat NFkB inh
CCOC(=O)Cc1csc(NC(=O)c2cc(=O)c3ccccc3o2)n1,-13,-1,-8,5,-6,-8,19,2
O=C(CSc1nc2[nH]ncc2c(=O)n1-c1ccccc1Br)NCc1ccco1,-1,-4,18,-19,-1,21,5,8
COc1cc(SC)ccc1C(=O)NCCOc1ccccc1Cl,-5,8,-123,29,-102,10,6,-153
Cc1ccc(NC(=O)NNC(=O)Cn2nc(-c3ccccc3)c(-c3ccccc3)c(C#N)c2=O)cc1,-7,18,-37,21,-15,-10,11,-11
O=C(N/N=C/C=C/c1ccco1)C(O)c1ccccc1 (centres undefined),-12,-2,-5,-3,-4,-6,20,1
COc1ccc(NC(=O)Cn2cnc3sc(C)c(S(=O)(=O)N4CCN(C)CC4)c3c2=O)cc1OC,7,9,9,3,2,4,-14,0
COc1ccc(/C=C2\N=C(SC)N(C)C2=O)cc1,-21,7,-4,-4,3,-6,-4,-7
CCN(CC)CCCNC(=O)c1ccc2c(Cl)c3c(nc2c1)CCCC3,7,-10,-39,6,2,17,17,-36
CCOc1cc(/C=C2\SC(=O)N(c3ccc(O)cc3)C2=O)ccc1O,-109,7,4,-16,-2,-4,36,17
CCOC(=O)C1CCN(CC(O)COc2ccc(S(=O)(=O)N3CCCC3)cc2[N+](=O)[O-])CC1 (centres undefined),-6,-12,12,9,-2,2,5,13
COC(=O)c1ccccc1NC(=O)CN(c1cc(OC)ccc1OC)S(C)(=O)=O,-3,8,-2,3,4,-1,-10,10
CC(C)=CCN1CCN(Cc2cn(C(C)C)c3ccccc23)CC1CCO (centres undefined),6,1,-2,0,23,-2,1,0
COC(=O)[C@H]1Cc2c([nH]c3ccccc23)[C@H](c2ccccc2)N1,-4,-3,3,10,5,-4,8,-6
COc1ccc(-c2[nH]ncc2C=O)cc1,-1,1,12,9,-3,0,8,5
Cc1cc(C(=O)CN2C(=O)C(=O)N(Cc3ccccc3)C2=O)c(C)n1-c1ccc2c(c1)OCCO2,2,2,-3,17,3,-13,-5,-18
Cc1c(C(=O)OCC(=O)N2CCCCC2C)oc2ccccc12 (centres undefined),-2,7,-11,14,-21,1,5,-20
Cc1ccccc1-c1cccc(CN2CCN(C)C(CCO)C2)c1 (centres undefined),-5,1,-31,-2,1,0,18,-7
Cc1cc(NC(=O)Nc2cccc3ccccc23)no1,-3,1,23,-3,3,7,-3,-1
COc1ccc(CCNC(=O)C2CCCN(S(=O)(=O)N3CCCCCC3)C2)cc1OC (centres undefined),4,0,8,-10,54,0,18,-1
O=C(CN1CCN(Cc2ccccc2Cl)C1=O)NCCCN1CCOCC1,2,-12,24,-20,-17,5,-2,5
Cc1ccccc1CN1CCCNC1=O,-8,-5,8,-5,0,11,1,3
O=C(COC(=O)c1c[nH]c(=O)[nH]c1=O)NCc1ccccc1,11,5,18,-10,-6,4,9,8
CC(=O)C1=C(O)C(=O)N(CCCO)C1c1ccccc1 (centres undefined),-4,-10,18,-6,-2,-7,6,9
CC1CCN(c2[nH]c(=S)c(C#N)c3c2CCCC3)CC1,-6,8,10,-7,7,44,3,10
CN(CC(=O)Nc1ccccc1Sc1ccccc1)C1CCCCC1,3,11,24,13,1,-2,27,9

# Reprinted at random: 4 compounds from above.
SMILES,SENP8 inh,EBI2 antag,697 NFkB inh,Apaf1 inhib,Gli-Sufu block,UBC13 polyUb,CCR6 antagonist,Jurkat NFkB inh
Cc1ccccc1CN1CCCNC1=O,-8,-5,8,-5,0,11,1,3
COc1ccc(CCNC(=O)C2CCCN(S(=O)(=O)N3CCCCCC3)C2)cc1OC (centres undefined),4,0,8,-10,54,0,18,-1
COc1ccc(NC(=O)Cn2cnc3sc(C)c(S(=O)(=O)N4CCN(C)CC4)c3c2=O)cc1OC,7,9,9,3,2,4,-14,0
CC(=O)C1=C(O)C(=O)N(CCCO)C1c1ccccc1 (centres undefined),-4,-10,18,-6,-2,-7,6,9

# The listing continues.
SMILES,SENP8 inh,EBI2 antag,697 NFkB inh,Apaf1 inhib,Gli-Sufu block,UBC13 polyUb,CCR6 antagonist,Jurkat NFkB inh
NC(=O)c1ccc(NC(=O)CCCN2C(=O)NC3(CCCC3)C2=O)cc1,-2,-5,15,-2,-7,-1,4,-9
O=C(N/N=C/c1cc2c(cc1Cl)OCO2)c1cc(-c2ccccc2)n[nH]1,-4,2,3,15,-1,-13,9,-1
O=C(CNC(=O)c1ccccc1)NCCc1nc2ccccc2[nH]1,-6,1,22,-7,10,-4,20,3
Cc1nc(-c2ccc(F)cc2)c(CC(=O)N(C)CC(=O)Nc2ccc(Br)cc2C)s1,-1,1,-14,15,28,-5,19,9
COc1cccc(C(=O)NCC(=O)N2CCC3(CC2)NCCc2[nH]cnc23)c1,4,-8,-9,0,-13,-5,4,16
COc1ccc(-c2nnn(CC(=O)N(CCN3CCOCC3)C(C(=O)NC3CCCCC3)c3ccco3)n2)cc1 (centres undefined),-6,13,9,4,15,-8,20,8
CCOC(=O)c1nnc(-c2ccccc2)o1,-15,-21,4,-3,2,2,-1,13
CC(C)C(=O)Nc1ccc(C(=O)N/N=C/c2cc(Br)cc(Br)c2O)cc1,-5,4,-20,-5,2,-36,15,5
CC(C)CNC(=O)CC1Nc2ccccc2NC1=O (centres undefined),-14,-7,-12,3,6,27,7,-7
CC(C)(C)NS(=O)(=O)c1cccc(S(=O)(=O)c2cccc(S(=O)(=O)NC(C)(C)C)c2)c1,-6,/,17,-3,13,10,7,1
O=CN1CCN(C2CC(=O)N(c3ccc4c(c3)OCO4)C2=O)CC1 (centres undefined),-1,0,-6,7,-11,-6,0,-2
C=CCOc1cccc(C2/C(=C(/O)c3ccc(Cl)cc3)C(=O)C(=O)N2CCN2CCOCC2)c1 (centres undefined),-8,6,0,3,3,-7,1,-14
O=C(NCCCN1CCOCC1)c1ccc(Cl)c([N+](=O)[O-])c1,8,16,6,-23,0,-2,-2,0
COc1ccccc1C(=O)OCC(=O)NC(=O)NC1CCCC1,1,-12,9,-6,-7,6,2,1
CCC(C)N(NC(C)=O)c1nc(Cl)nc(NC(C)(C)C)n1 (centres undefined),-5,1,-4,1,-4,3,-14,7
Cc1cnc(C(=O)N2CCCC(C(=O)c3ccc(C(C)(C)C)cc3)C2)cn1 (centres undefined),-1,2,15,8,-3,1,-4,3
CCn1c(CNC(=O)c2ccccc2)nnc1SCC(=O)N1CCN(c2ccccc2)CC1,-2,-2,-7,7,6,0,-5,0
CCCN1C(=O)/C(=C/c2ccc(C)s2)SC1=Nc1ccc(OC)cc1,-2,13,17,5,6,5,22,7
Cc1c(C(=O)NCc2ccco2)oc2ccccc12,4,7,-6,5,27,4,17,-5
O=C(O)c1ccc(-n2nncc2-c2ccccc2)cc1,-3,14,9,7,6,1,1,1
O=C(NCCc1ccccc1)c1ccc(NC2=NC3CS(=O)(=O)CC3S2)cc1 (centres undefined),-5,-6,-9,3,11,-6,-2,8
Cn1nccc1C(=O)OCC(=O)Nc1nc(-c2ccccc2)cs1,4,0,-34,2,-17,7,-6,-44
CN(CCCN1c2ccccc2CCc2ccccc21)CC(=O)c1ccc(Cl)cc1,-13,/,-9,44*,/,39,/,-16
O=C(Cc1ncc(C(F)(F)F)cc1Cl)N1CCN(c2ccc(F)cc2)CC1,1,5,7,1,5,5,9,7
Cc1ccc(C(C[N+](=O)[O-])c2c(C)cc3ccccn23)cc1 (centres undefined),1,-18,3,8,-4,-1,21,-13
# More compounds follow:
SMILES,SENP8 inh,EBI2 antag,697 NFkB inh,Apaf1 inhib,Gli-Sufu block,UBC13 polyUb,CCR6 antagonist,Jurkat NFkB inh
Nc1cc(-c2ccccc2)nn1Cc1ccccc1,-12,0,-13,14,-19,-3,8,-13
O=C(COC(=O)c1cnccn1)Nc1cc(S(=O)(=O)N2CCOCC2)ccc1Cl,2,-4,-18,1,3,-19,-5,7
O=C(CSc1nc2ncccc2[nH]1)c1cccc([N+](=O)[O-])c1,-11,2,3,-6,1,11,5,2
O=C(CSc1nnc(CNC(=O)c2ccccc2)o1)Nc1ccc2c(c1)OCCO2,11,9,2,-4,2,-6,-3,13
Cc1ccccc1OCC(=O)N1CCCCCCC1,-16,2,1,-3,16,-5,8,-20
CCOc1ccc(OCCCC(=O)ON=C(N)c2ccccc2C)cc1,-13,6,7,0,3,2,-1,9
CN(C)c1cc(-c2ccc(Cl)cc2Cl)oc(=O)c1Cl,-6,-6,2,-6,0,4,-4,-8
Cc1ccc(C(=O)N2CCOCC2)cc1Cl,-6,1,5,7,-3,9,3,0
Cc1ccc(C(=O)N/C(=C\c2ccco2)C(=O)NCCN2CCOCC2)cc1C,-2,3,-7,-8,-6,-10,8,3
CCCC(=O)Nc1ccc2nc(SCC(=O)N3CCCC3)sc2c1,2,-4,12,-23,20,-15,7,7
CC(/C=C1\SC(=S)N(NC(=O)c2ccncc2)C1=O)=C\c1ccccc1,1,14,-11,0,1,-41,7,-1
Cc1cc(NC(=O)c2ccccc2)no1,-3,1,-36,-3,-24,-5,9,-46
CCOC(=O)C1(Cc2cccc(OC)c2)CCCN(Cc2cc(C(C)C)n[nH]2)C1 (centres undefined),2,-1,9,11,11,1,12,9
CCN(CC(=O)NCc1ccc(Cl)cc1)C(=O)CSc1ccc(Br)cc1,-15,68*,-14,22,-13,0,-2,1
CCN(CC)CCC(=O)N1c2ccccc2CCc2ccc(NC(=O)OC(C)C)cc21,-4,6,-1,1,23,6,16,-15
CCOC(=O)N1CCN(C(=O)CCNS(=O)(=O)c2cc(Br)cnc2N)CC1,-2,-3,-29,15,-8,-9,-2,-7
COc1ccc(CCNC(=S)Nc2cc(C)ccc2C)cc1,-13,10,7,10,3,6,33,-13
CC1CCN(C(=O)CSc2nc3c(c(=O)n(C)c(=O)n3C)n2C)CC1,0,-7,-1,3,-8,-4,6,5
COc1ccccc1NC(=O)CN1CCN(CC(=O)Nc2ccc3c(c2)OCO3)CC1,-3,-6,-19,9,11,28,8,0
CCOc1ccc(NC(=O)c2cn(CC(C)C)c(=O)c3c2c2ccccc2n3C)cc1,-6,4,16,-4,8,18,2,16

# Whole records as entered above. Order of values: SENP8 inh | EBI2 antag | 697 NFkB inh | Apaf1 inhib | Gli-Sufu block | UBC13 polyUb | CCR6 antagonist | Jurkat NFkB inh
# Profile of CCOc1ccc(OCCCC(=O)ON=C(N)c2ccccc2C)cc1 = -13 | 6 | 7 | 0 | 3 | 2 | -1 | 9
# Profile of CCN(CC(=O)NCc1ccc(Cl)cc1)C(=O)CSc1ccc(Br)cc1 = -15 | 68* | -14 | 22 | -13 | 0 | -2 | 1
# Profile of O=C(CSc1nnc(CNC(=O)c2ccccc2)o1)Nc1ccc2c(c1)OCCO2 = 11 | 9 | 2 | -4 | 2 | -6 | -3 | 13
# Profile of O=C(CSc1nc2ncccc2[nH]1)c1cccc([N+](=O)[O-])c1 = -11 | 2 | 3 | -6 | 1 | 11 | 5 | 2
# Profile of COc1ccccc1NC(=O)CN1CCN(CC(=O)Nc2ccc3c(c2)OCO3)CC1 = -3 | -6 | -19 | 9 | 11 | 28 | 8 | 0
